Assay outcomes (PubChem)
TNF necrop inh: inhibitors of TNF-alpha induced necroptosis in Jurkat FADD-/- cells; Jurkat FADD-/- TNF necroptosis rescue, ATP luminescence, 24 h; 0 = TNF only, 100 = no-TNF cells; activation (protection from cell death), % at 10 µM; 220,000 tested, 0.068% active;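 active = activation, meaning protection from cell death, of at least 50% relative to plate controls; inactive = activation below 50%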;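 note: necroptosis triggered by 40 ng/mL TNF-alpha added together with compound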
zfTRPN1 agonist: activates the zebrafish TRPN1 channel | AID 1424 | activation, % at 3 µM | 220,000 tested, 0.18% active | HEK293 zebrafish TRPN1-YFP, Fluo-8 calcium fluorescence; 100% = response to 87 µM carbachol;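 active = activation above its plate's cutoff, the mean activation of test wells on that plate plus 3 SD, cut at about 19% in these data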;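 note: 0% = DMSO alone and 100% = 87 µM carbachol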
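Material – zebrafish TRPN1-YFP in HEK293 cells · Doses – 3 µM single point · Schedule – dye 1 h 37 °C plus 30 min RT · Signal – Fluo-8 calcium fluorescence, excitation 470-495 nm, emission 515-575 nm · Read-out – % activation versus carbachol response · Control set – carbachol high, DMSO low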
TRPML3 agonist: activates the human TRPML3 channel. HEK293 TRPML3-YFP, Fluo-8 calcium fluorescence; 100% = the carbachol control signal. activation, % at 3 µM. 220,000 tested, 0.29% active. AID 1448;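 active = activation above its plate's cutoff, the mean activation of the plate's test wells plus 3 SD, cut at about 12% in these data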;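 note: 0% = DMSO only wells and 100% = carbachol wells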
Target sequence (Q8TDD5 whole entry, looked up): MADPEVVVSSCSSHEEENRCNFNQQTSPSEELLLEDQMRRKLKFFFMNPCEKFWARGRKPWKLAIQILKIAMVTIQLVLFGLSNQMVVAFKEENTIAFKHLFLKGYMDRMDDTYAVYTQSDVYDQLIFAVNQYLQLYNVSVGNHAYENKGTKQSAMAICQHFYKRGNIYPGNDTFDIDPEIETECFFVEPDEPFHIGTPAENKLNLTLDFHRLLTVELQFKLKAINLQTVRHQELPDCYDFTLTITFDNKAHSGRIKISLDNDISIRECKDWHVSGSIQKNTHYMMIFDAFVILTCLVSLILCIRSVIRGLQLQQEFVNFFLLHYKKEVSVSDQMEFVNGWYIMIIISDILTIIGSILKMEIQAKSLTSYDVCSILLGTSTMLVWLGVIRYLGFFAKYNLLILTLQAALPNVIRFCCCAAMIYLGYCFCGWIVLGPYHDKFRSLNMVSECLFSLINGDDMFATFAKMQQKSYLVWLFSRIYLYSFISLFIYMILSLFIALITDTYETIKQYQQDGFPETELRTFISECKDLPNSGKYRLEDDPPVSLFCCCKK
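Material: HEK293 cells stably carrying human TRPML3-YFP; compound dosing: single dose, 3 µM final nominal compound, 0.3% DMSO final; incubation: 1-h 37 °C dye load, 5-s basal, 120-s post-compound reads; technique: Fluo-8 intracellular calcium fluorescence, excitation 470-495 nm, emission 515-575 nm; read-out basis: percent activation from peak-to-basal fluorescence ratio, scaled between DMSO and carbachol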
Runt-SMMHC FRET: blocks binding of human RUNX1 Runt domain to CBFb-SMMHC; Cerulean-Runt/Venus-CBFb-SMMHC FRET ratio 530/480, 1 h; AID 1434; Q01196+Q13951; inhibition, % at 20 µM; 220,000 tested, 0.74% active;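 active = mean inhibition across duplicate retests at 20 µM reaching about 50%, limit read from the data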;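 note: 0% = DMSO wells and 100% = wells with excess untagged CBFb-SMMHC; inhibitors lower the FRET ratio by blocking Runt binding to CBFb-SMMHC; some results filed as inactive read as strong as hits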
PPC-1+TRAIL kill: PPC-1 cancer cell killing with TRAIL present. PPC-1 cells + TRAIL, ATPLite viability luminescence. cell killing (% activity), % at 4 µM. 220,000 tested, 0.41% active. AID 1443;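 active = cell killing above 50% in the first pass at 4 µM, then a duplicate retest at 5 µM averaging 50% or more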;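 note: plate controls were cells with TRAIL plus DMSO for no effect and medium-only wells lacking cells for full effect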
An asterisk follows results filed as active; / = not tested or not shown. The list is partial; count on the stated rates, not on these rows.

Each structure is followed by: TNF necrop inh | zfTRPN1 agonist | TRPML3 agonist | Runt-SMMHC FRET | PPC-1+TRAIL kill
- CCOC(=O)c1c(C)oc2c1c(C(c1cccnc1)N1CCN(C)CC1)c(O)c1ccccc12 (stereo unspecified)
→ / | / | / | -4 | 24
- CC(=O)c1ccc(Nc2nc(C)nc3c2oc2ccccc23)cc1
→ / | / | / | 4 | 6
- CCOc1cccc(-c2nnc3sc(-c4cc(OC)c(OC)cc4OC)nn23)c1
→ / | / | / | -2 | 18
- CCOC(=O)N1CCN(c2ncnc3c2oc2nc(C)c4c(c23)CC(C)(C)OC4)CC1
→ / | / | / | 2 | 1
- Cc1ccc(N2CCCn3c2nc2c3c(=O)n(CC(=O)OCc3ccccc3)c(=O)n2C)cc1C
→ / | / | / | 2 | 8
- COc1nnnc2c1sc1nc(N3CCOCC3)c3c(c12)CC(C)(C)OC3
→ / | / | / | 3 | 24
- CCOc1nc(-c2ccc(OC)cc2)ccc1-c1noc(-c2ccncc2)n1
→ / | / | / | 5 | -21
- COc1ccc(OC)c(N=c2oc3c(OC)cccc3cc2C(=O)NCc2ccco2)c1
→ / | / | / | -25 | -13
- Cc1cc(C)n2nc(CCc3nc4nc(C)cc(C)n4n3)nc2n1
→ / | / | / | -2 | -4
- O=C(OCc1cc(=O)n2c(n1)sc1ccccc12)c1ccc2c(=O)n3c(nc2c1)CCC3
→ / | / | / | -7 | 0
- CCOC(=O)N1CCN(C(=O)COc2ccc(S(=O)(=O)NC(C)C)cc2)CC1
→ / | / | / | 1 | 10
- CCn1cc(C(=O)Nc2cccc(C(=O)OC)c2)c(=O)c2ccc(C)nc21
→ / | / | / | -5 | -7
- Cc1ccccc1NC(=O)c1c(O)c2cccc3c2n(c1=O)CC3
→ / | / | / | -4 | 10
- Cc1ccc(-n2nc(C)c(C3C(C#N)=C(N)OC4=C3C(=O)CCC4)c2Cl)cc1 (stereo unspecified)
→ / | / | / | 1 | 0
- COc1ccc(Cn2c3nc4ccccc4nc3c3c(=O)n(Cc4ccco4)c(C)nc32)cc1
→ / | / | / | 48 | 5
- CCCn1c(=O)c2ccccc2n2c(SCN3C(=O)c4ccccc4C3=O)nnc12
→ / | / | / | -2 | 18
- COc1ccc(NC(=O)Cn2c(C)cc(=O)c3cccc(OC)c32)cc1
→ / | / | / | 0 | 39
- CN1C(=O)c2oc3ccccc3c(=O)c2C1c1ccncc1 (stereo unspecified)
→ / | / | / | -4 | 14
- COC(=O)c1[nH]c2cc(OC)c(OC)cc2c1NC(=O)CN1CCN(Cc2ccccc2)CC1
→ / | / | / | 2 | -15
- CCc1nc2c(sc3nc(N4CCOCC4)c4c(c32)CC(C)(C)OC4)c(=O)o1
→ / | / | / | 0 | -13

Continued.
Each structure is followed by: TNF necrop inh | zfTRPN1 agonist | TRPML3 agonist | Runt-SMMHC FRET | PPC-1+TRAIL kill
- CCN1C(=S)SC(=O)C1=C1C=C(C)N(CCOC)C(C)=C1
→ / | / | / | 26 | 8
- CCCc1nnc(NC(=O)c2c(O)c3c([nH]c2=O)CCCC3)s1
→ / | / | / | 4 | 2
- CCCc1nc2oc3c(N4CCNCC4)ncnc3c2c2c1CCCC2
→ / | / | / | 0 | -5
- Cc1ccccc1-n1nc(C)c2cc(C(=O)N3CCN(S(=O)(=O)c4ccccc4)CC3)sc21
→ / | / | / | -1 | 15
- Cc1cc(C)c2c(n1)nn1c(NCCCn3ccnc3)cc(C)nc21
→ / | / | / | 20 | 18
- O=C(CSc1ccc2nnc(-c3ccc(Cl)cc3)n2n1)N1CCCC1
→ / | / | / | -1 | 29
- Cc1cc(NC(=O)CSc2ncnc3sc4c(c23)CCC(C)C4)no1 (stereo unspecified)
→ / | / | / | 6 | 17
- Cc1cccn2c(=O)c3cc(C(=O)NCc4cccnc4)c(=N)n(C)c3nc12
→ / | / | / | 74* | -12
- Cc1nc(N2CCN(c3ccccc3)CC2)c2c3c(sc2n1)CCC3
→ / | / | / | -2 | -5
- O=C(COc1ccccc1)Nc1cccc(-c2nnc(-c3ccccc3)o2)c1
→ / | / | / | -4 | 4
- Fc1ccc(Nc2nc(N3CCOCC3)c3ccccc3n2)cc1
→ / | / | / | 0 | 2
- CCn1c2ccccc2c2nnc(SCc3cc(=O)n4ccsc4n3)nc21
→ / | / | / | -3 | 23
- CCN(C(=O)CN1CCCc2ccccc21)c1c(N)n(Cc2ccccc2)c(=O)[nH]c1=O
→ / | / | / | -3 | 21
- COc1cccc(C(N)CC(=O)O)c1 (stereo unspecified)
→ / | / | / | -4 | 48
- CN(C)c1ccc(-c2ccncc2)cc1
→ / | / | / | 3 | 22
- Cc1cc(C)nc(-n2nc(C)cc2NC(=O)c2cccc(S(=O)(=O)N(C)C)c2)n1
→ / | / | / | 0 | 12
- COc1ccc(CCn2c(-c3ccco3)nc3nc4ccccc4nc32)cc1OC
→ / | / | / | -7 | 8
- COc1ccc(NC(=O)c2cc(OC)c(OC)cc2OC)c(S(=O)(=O)N2CCOCC2)c1
→ / | / | / | -2 | 11
- N#Cc1cc2c(=O)n3ccccc3nc2n(CCN2CCOCC2)c1=O
→ / | / | / | 143* | -6
- Cc1ccc2nc(Nc3ncc4c(n3)CCCC4=O)nc(C)c2c1
→ / | / | / | -16 | -7

At a glance, some entries already given.
Each structure is followed by: TNF necrop inh | zfTRPN1 agonist | TRPML3 agonist | Runt-SMMHC FRET | PPC-1+TRAIL kill
- O=C(CSc1ccc2nnc(-c3ccc(Cl)cc3)n2n1)N1CCCC1
→ / | / | / | -1 | 29
- Cc1cc(NC(=O)CSc2ncnc3sc4c(c23)CCC(C)C4)no1 (stereo unspecified)
→ / | / | / | 6 | 17
- Cc1cccn2c(=O)c3cc(C(=O)NCc4cccnc4)c(=N)n(C)c3nc12
→ / | / | / | 74* | -12
- Cc1nc(N2CCN(c3ccccc3)CC2)c2c3c(sc2n1)CCC3
→ / | / | / | -2 | -5

Later entries.
Each structure is followed by: TNF necrop inh | zfTRPN1 agonist | TRPML3 agonist | Runt-SMMHC FRET | PPC-1+TRAIL kill
- S=P(c1ccc(N2CCOCC2)cc1N1CCOCC1)(N1CCOCC1)N1CCOCC1
→ / | / | / | 0 | -5
- COc1ccc(C2C(C(=O)c3cc4cccc(OC)c4o3)=C(O)C(=O)N2CCCN(C)C)cc1OC (stereo unspecified)
→ / | / | / | -2 | -4
- N#CC(C(=O)NC1CCCCC1)c1nc2ccccc2nc1N1CCOCC1 (stereo unspecified)
→ / | / | / | -97 | 10
- Cc1ccc(C(=O)NCC(=O)NCC(=O)OCc2ccc(Oc3ccc([N+](=O)[O-])cc3)cc2)cc1
→ -6.9 | 5.8 | 1.1 | / | /
- CC(c1cccnc1)N(CCN(C)C)C(=O)Nc1ccc(Cl)c(Cl)c1 (stereo unspecified)
→ 0.5 | 1.4 | -0.4 | / | /
- O=C(CSc1ncnc2c1nnn2-c1ccc(F)cc1)N1CCN(c2ccccc2)CC1
→ -3.0 | -1.4 | 1.0 | / | /
- Cc1ccnc(N2CCN(c3c4c(c(C#N)c5nc6ccccc6n35)CCC4)CC2)c1
→ -1.0 | -0.5 | 1.5 | / | /
- CCOC(=O)Cn1c(=O)c(-c2ccccc2NCc2ccccc2)nc2ccccc21
→ -1.5 | -0.5 | 0.2 | / | /
- CCN1C(=O)/C(=C2/Sc3ccc(OC)cc3N2C)SC1=Nc1ccc(C)cc1
→ -1.3 | 1.8 | 0.1 | / | /
- CC1(C)CC(=O)C(C=Nc2ccncc2)=C(O)C1
→ -1.3 | 1.6 | 0.5 | / | /
- Cc1ccnc(N2CCN(c3cc(C)c(C#N)c4nc5ccccc5n34)CC2)c1
→ -12 | -0.1 | 0.6 | / | /
- COc1ccc(C(c2nnnn2CS(=O)(=O)c2ccc(C)cc2)N2CCN(Cc3ccccc3)CC2)cc1 (stereo unspecified)
→ -0.5 | 1.9 | 0.2 | / | /
- CCOc1ccc(C(c2nnnn2Cc2ccccc2)N2CCN(C(=O)c3ccco3)CC2)cc1 (stereo unspecified)
→ 1.6 | 2.0 | -0.4 | / | /
- COc1ccc(C(=O)Oc2c(CN3CCOCC3)cc(Cl)c3cccnc23)cc1OC
→ -12 | 1.4 | 0.6 | / | /
- Cc1cc(N2CCCCCC2)nc2ccc(F)cc12
→ -1.9 | 2.1 | 0.8 | / | /
- N#CC1=C(N)OC2=C(C(=O)CCC2)C1Cc1ccccc1 (stereo unspecified)
→ -1.4 | 1.4 | 0.3 | / | /
- CC1(C)Cc2nc3[nH]c(=S)n(-c4ccccc4)c(=O)c3cc2CO1
→ -2.7 | 0.3 | 0.2 | / | /
- COc1cccc2cc(-c3cn4ccc(C)cc4n3)c(=O)oc12
→ -1.8 | 1.3 | 0.9 | / | /
- CCOC(=O)C1C(=O)CC(C)(O)C(C(=O)OCC)C1c1ccc2c(c1)OCO2 (stereo unspecified)
→ -0.6 | -1.3 | 0.7 | / | /
- COC(=O)c1sc(NC(=O)c2cnccn2)c(C(=O)OC)c1C
→ -1.7 | -0.7 | 0.4 | / | /

Remaining list, next part.
Each structure is followed by: TNF necrop inh | zfTRPN1 agonist | TRPML3 agonist | Runt-SMMHC FRET | PPC-1+TRAIL kill
- CCN(CC)S(=O)(=O)c1ccc(S(=O)(=O)N(CC(=O)Nc2ccccc2)CC2CCCO2)cc1 (stereo unspecified)
→ 0.1 | 0.4 | 0.8 | / | /
- CC(C)(C)NC(=O)C(c1ccco1)N(C(=O)Cn1nnc(-c2ccc(F)cc2)n1)c1ccccc1 (stereo unspecified)
→ -2.5 | -1.7 | -0.5 | / | /
- N#Cc1c(N)nc(SC2CCCCC2=O)c(C#N)c1-c1ccco1 (stereo unspecified)
→ 1.0 | 1.8 | 1.0 | / | /
- COc1cccc(C(=O)COC(=O)c2ccc(NC(=O)c3ccccc3)cc2)c1
→ 0.5 | 1.6 | 0.1 | / | /
- CNC(=O)c1c(O)c2cccc3c2n(c1=O)CC3
→ -0.4 | 1.4 | 1.1 | / | /
- CCOC(=O)C1=NNC(C(=O)c2ccccc2)C1c1ccc(OC)cc1 (stereo unspecified)
→ 0.4 | -0.9 | -0.5 | / | /
- COc1ccccc1N1CCN(CCN2C(=O)CC(=C3c4ccccc4-c4ccccc43)C2=O)CC1
→ -1.0 | 0.0 | -0.1 | / | /
- O=C1CC(N2CCC(c3nc4ccccc4o3)CC2)C(=O)N1c1ccc(Cl)cc1 (stereo unspecified)
→ -0.3 | 1.8 | 0.1 | / | /
- Cc1nc2sc(C(c3ccco3)N3CCc4ccccc4C3)c(O)n2n1 (stereo unspecified)
→ -2.3 | 0.2 | -0.1 | / | /
- O=C1c2cccc(Cl)c2C(=O)c2c1cccc2N1CCCC1
→ -4.5 | -3.1 | -1.6 | / | /
- CCOC(=O)c1cc(-c2ccc(F)cc2)n(CC(=O)Nc2nccs2)c1C
→ 1.6 | 1.3 | 0.8 | / | /
- c1ccc(-n2c(Cc3cccnc3)nc3cnccc32)cc1
→ -0.5 | 0.6 | 0.5 | / | /
- CN1CCc2c(sc3c2C(=O)NC(/C=C/c2ccco2)N3)C1 (stereo unspecified)
→ 0.0 | -0.5 | 0.1 | / | /
- COc1ccccc1S(=O)(=O)Cc1ccc(C(=O)NCCN(C)C)o1
→ -1.0 | 3.4 | 0.2 | / | /
- COC(=O)c1ccc(Cl)c(NC(=O)CN(c2ccc(OC)cc2)S(=O)(=O)c2ccccc2)c1
→ -3.3 | 0.4 | -0.6 | / | /
- Cc1ccc(/C(N)=N/OC(=O)N2c3ccccc3Sc3ccccc32)cc1
→ -15 | -0.3 | 0.2 | / | /
- CCCn1c(C)nc2c(c1=O)c1nc3ccccc3nc1n2CCc1ccccc1
→ -1.1 | 0.5 | 0.7 | / | /
- CCOP(=O)(OCC)c1nc(-c2ccc(C)cc2)oc1N1CCOCC1
→ -3.3 | -1.3 | -0.8 | / | /
- O=C(CSc1nnc2scc(-c3ccccc3)n12)Nc1nsc(-c2ccc(Cl)cc2)n1
→ -5.9 | 0.8 | -0.5 | / | /
- COc1cccc(CN(CC(=O)NCC2CCCO2)C(=O)CNS(=O)(=O)c2ccccc2)c1 (stereo unspecified)
→ -0.4 | -1.0 | 0.5 | / | /
- COc1ccc(Cl)cc1N=Cc1c(O)cc(C)oc1=O
→ -2.3 | 0.1 | 0.5 | / | /
